FBW7 act: activators of human E3 ligase FBW7. Q969H0. AlphaScreen FBW7–phospho-cyclin E peptide binding, activator screen. normalized activity (activation), % at 26.1 µM. actives 0.13% (n = 650,000); in the data active means normalized activity above about 1.9%;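 further: purified mutant Fbw7 with reduced substrate affinity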
GPR151 activ: activators of human GPR151; activation, % at 11.2 µM; AID 1508602; PathHunter beta-arrestin GPR151 cells, luminescence; Q8TDV0; actives 1% (n = 650,000); in the data active means activation above about 4.9%;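 further: 0% = median of compound wells and 100% = cells with positive control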
Target sequence (Q8TDV0 whole entry, looked up): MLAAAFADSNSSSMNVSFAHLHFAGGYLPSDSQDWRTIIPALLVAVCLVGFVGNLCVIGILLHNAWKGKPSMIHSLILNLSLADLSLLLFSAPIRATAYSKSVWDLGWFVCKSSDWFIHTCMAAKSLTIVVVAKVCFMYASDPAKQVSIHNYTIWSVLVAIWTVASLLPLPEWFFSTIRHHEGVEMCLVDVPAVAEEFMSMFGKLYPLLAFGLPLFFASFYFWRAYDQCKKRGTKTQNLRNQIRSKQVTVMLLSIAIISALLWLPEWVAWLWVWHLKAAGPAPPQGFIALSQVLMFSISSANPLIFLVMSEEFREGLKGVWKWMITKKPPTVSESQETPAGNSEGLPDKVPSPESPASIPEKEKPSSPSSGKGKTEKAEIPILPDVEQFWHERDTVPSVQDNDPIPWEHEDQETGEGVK
MITF primary: blocks human microphthalmia-associated transcription factor. O75030. AlphaScreen MITF homodimerization, bead proximity signal. inhibition, % at 2.6 µM. actives 0.91% (n = 650,000); in the data active means inhibition above about 50%;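 further: 0% = vehicle wells with protein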
Target sequence (O75030 whole entry, looked up): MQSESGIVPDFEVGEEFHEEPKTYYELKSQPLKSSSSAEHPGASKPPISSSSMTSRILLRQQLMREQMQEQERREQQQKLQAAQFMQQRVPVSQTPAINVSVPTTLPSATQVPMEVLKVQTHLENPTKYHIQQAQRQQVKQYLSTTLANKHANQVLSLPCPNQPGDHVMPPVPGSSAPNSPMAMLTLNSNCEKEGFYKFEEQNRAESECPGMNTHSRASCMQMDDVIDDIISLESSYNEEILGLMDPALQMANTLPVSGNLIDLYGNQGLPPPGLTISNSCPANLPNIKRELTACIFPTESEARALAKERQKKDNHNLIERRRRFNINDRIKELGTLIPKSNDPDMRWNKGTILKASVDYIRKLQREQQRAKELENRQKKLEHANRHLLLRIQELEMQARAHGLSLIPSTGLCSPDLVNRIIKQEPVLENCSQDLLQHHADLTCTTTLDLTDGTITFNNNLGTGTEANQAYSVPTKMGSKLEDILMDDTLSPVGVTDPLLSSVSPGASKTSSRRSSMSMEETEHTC
TEAD-YAP block: TEAD-YAP interaction inhibition. HEK-TIYL cells, TEAD-Gal4/YAP UAS-luciferase luminescence. inhibition, % at 9.12 µM. actives 1.4% (n = 640,000); in the data active means inhibition above about 32%;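 further: 0% = median of test compound wells and 100% = reference inhibitor wells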
* marks the source's active call; other numbers are inactive results; x = no result given; & = joins results of further samples.

Sample of the layout (three entries):
SMILES | FBW7 act | GPR151 activ | MITF primary | TEAD-YAP block
CCOC(=O)c1cnc2cc(C(F)(F)F)ccc2c1Nc1ccc(C(F)(F)F)cc1 | 0.0 | -1.2 | 5.8 | 11.7
CN(Cc1ccco1)C(=O)c1ccc(OC2CCN(Cc3ccccn3)CC2)cc1 | 0.0 | -0.5 | -0.4 | 1.7
COc1ccc(CCNC(=O)NS(=O)(=O)c2ccc(C)cc2)cc1OC | 0.1 | -0.8 | 8.9 | 0.1

All compounds of this part, from the start:
SMILES | FBW7 act | GPR151 activ | MITF primary | TEAD-YAP block
CCOC(=O)c1cnc2cc(C(F)(F)F)ccc2c1Nc1ccc(C(F)(F)F)cc1 | 0.0 | -1.2 | 5.8 | 11.7
CN(Cc1ccco1)C(=O)c1ccc(OC2CCN(Cc3ccccn3)CC2)cc1 | 0.0 | -0.5 | -0.4 | 1.7
COc1ccc(CCNC(=O)NS(=O)(=O)c2ccc(C)cc2)cc1OC | 0.1 | -0.8 | 8.9 | 0.1
COC(=O)CSCC(=O)Nc1cc(C)ccc1C | -0.1 | 0.2 | -9.7 | 0.3
CCC1=NN2C(=N)/C(=C/c3cn(CCOc4ccc(C)c(C)c4)c4ccccc34)C(=O)N=C2S1 | 0.1 | 0.3 | 2.8 | -2.9
CCN(CC)C(=O)Cn1nc(C)n2c(cc3sccc32)c1=O | -0.1 | 0.4 | -1.2 | -1.0
Cc1nnc(NC(=O)CSc2c(-c3ccccc3)[nH]c3ccccc23)s1 | 0.0 | -2.1 | -4.0 | 13.2
Cc1ccc(C2C=C(c3ccc(C)c(C)c3)Nc3nnnn32)cc1 (centres undefined) | 0.0 | 1.8 | 2.4 | 3.9
CC(=O)Nc1ccc(NC(=O)CSC2=C(C#N)C(c3ccc4c(c3)OCO4)C3=C(CCCC3=O)N2)cc1 (centres undefined) | 0.2 | 1.1 | -6.6 | -1.4
Cc1cc(C)n2nc(C(=O)Nc3cccc(S(=O)(=O)N4CCCC4)c3)nc2n1 | -0.2 | -0.5 | -6.1 | -5.9
O=c1[nH]c2ncccc2c(=O)n1Cc1ccccc1 | -0.2 | 0.8 | -0.7 | 11.2
O=C(Nc1cc([N+](=O)[O-])ccc1F)c1ccc(-c2cccc(Cl)c2)o1 | 0.2 | 0.0 | 6.7 | -0.4
CC(C)[C@H](O)C(=O)O | x | -0.3 | 9.8 | x
Cc1cc(N2CCCC(C(N)=O)C2)nc(-c2ccccc2)n1 (centres undefined) | 0.0 | 0.1 | 3.8 | -1.5
CC1CCN(c2nc(-c3cccnc3)nc3ccccc23)CC1 | -0.1 | -1.0 | 4.8 | 16.9
CCCCNC(=O)CSc1nc(NCc2ccc(Cl)cc2)c2ccccc2n1 | -0.1 | 0.1 | 7.9 | 1.5
Cc1ccc(NC(=O)c2cc(-c3ccccc3)nc3c(Cl)cccc23)cc1C | -0.2 | -0.2 | 0.8 | -10.5
CCN(CC)C(=O)C1CCCN(c2nccc(NCc3cccnc3)n2)C1 (centres undefined) | -0.1 | 0.8 | -6.4 | 1.2
O=C(NNC(=S)NC(=O)c1ccccc1)c1ccc([N+](=O)[O-])cc1 | -0.2 | -0.3 | 13.5 | 0.1
CCC(=O)N/N=C(\C)CC(=O)Nc1cccc2c1CCCC2 | 0.7 | 0.6 | -1.7 | -4.1
Cc1ccccc1NCC(O)Cn1c(C)c(C)c2ccccc21 (centres undefined) | -0.1 | 1.2 | 44.9 | -3.5
CCCCN(C)S(=O)(=O)c1ccc(C(=O)Nc2sccc2C#N)cc1 | 0.3 | -1.0 | 11.4 | -1.4
C/C(=N\NC(=O)Cc1ccc(Cl)cc1)c1ccncc1 | -0.1 | 1.8 | 6.3 | 1.4
COc1cc(OC)cc(-c2nnc(SCC(=O)NCc3ccco3)o2)c1 | -0.1 | -0.6 | 9.7 | -8.2
CCOC(=O)C1(CC2CCCCO2)CCN(C(=O)Nc2ccccc2C(=O)OC)CC1 (centres undefined) | 0.0 | -1.2 | 3.4 | 5.8
CCCCCOC(=O)CSc1nc(N)c2c3c(sc2n1)COC(C)(C)C3 | 0.0 | -0.9 | 3.8 | 11.9
CCOC(=O)C(NC(=O)CC(C)C)(Nc1sc(C)c(CC)c1C#N)C(F)(F)F (centres undefined) | 0.1 | 1.6 | 0.0 | 1.1
Cc1ccc(NC(=O)CSc2nc3ccccc3c(=O)n2C2CCCC2)cc1 | 0.0 | 0.0 | 2.0 | 31.6
CCc1ccc(N(C(=O)Nc2ccc(OC)cc2)C2=NCCC2)cc1 | -0.1 | 2.0 | -2.1 | -30.5
COC(=O)c1ccccc1NC(=O)Cn1cc(-c2ccccc2)c(N2CCOCC2)n1 | -0.1 | 2.8 | -3.3 | -0.8
COc1ccc(S(=O)(=O)N2CCN(c3cccc(Cl)c3)CC2)cc1OC | 0.5 | -0.7 | 4.7 | -10.7
COc1cccc(-c2nnc(SCCN3CCCC3)n2C)c1 | 0.3 | -1.0 | 19.3 | 0.0
C=CCn1c(=O)c2c(nc3n(-c4cccc(C)c4)c(C)c(C)n23)n(C)c1=O | 0.0 | 0.7 | -13.8 | -0.1
CCOc1ccc(N2CC(NC(=O)N3CCc4ccccc43)CC2=O)cc1 (centres undefined) | 0.0 | 1.5 | 2.5 | -8.2
O=C(CSc1nc2ccc([N+](=O)[O-])cc2s1)N1CCc2ccccc21 | 0.7 | -0.9 | 15.5 | 3.0
COC(=O)C1=C(C)NC2=C(C(=O)CC(C)(C)C2)C1c1ccccn1 (centres undefined) | 0.1&0.2 | 0.3&0.0 | 5.5&17.4 | 11.8&3.9
COc1ccc(CCNC(=O)C2CCCN(c3ccc(-c4ccc(Cl)cc4)nn3)C2)cc1OC (centres undefined) | -0.2 | -0.4 | -1.9 | -12.2
Cc1ccc(Nc2nc(-c3ccc(C)c(C)c3)cs2)cc1 | -0.1 | 3.7 | -5.6 | -66.6
CCc1ccc2c(c1)sc(=NC(=O)c1cc(C)nn1CC)n2CC(=O)OC | 0.0 | -0.4 | -5.0 | -17.5
COCCNC(=O)Cn1nc([N+](=O)[O-])cc1C | 0.2 | 1.6 | 1.2 | 2.0
CC(=O)Nc1ccc(SC(F)F)cc1 | -0.1 | -1.4 | -13.6 | 0.4
Fc1ccc(-c2ccc3nnc(SCc4cccnc4)n3n2)cc1 | -0.1 | 0.7 | 14.3 | 0.1
CN(C(=O)CC1C(=O)NCCN1CC1CCCCC1)C1CCOCC1 (centres undefined) | 0.1 | -0.5 | -9.3 | -6.3
CCOc1cc(C2C(C(C)=O)=C(O)C(=O)N2CCO)ccc1O (centres undefined) | 0.1 | -1.5 | 21.9 | 3.0
COc1ccc(/C(O)=C2/C(=O)C(=O)N(CCCN(C)C)C2c2ccc(C(C)C)cc2)cc1 (centres undefined) | 0.1 | -0.8 | 8.5 | -0.7
COc1cc(CN2CCC3(CC2)CC3C(=O)NCCC2=CCCCC2)cc2c1OCO2 (centres undefined) | 0.2 | -1.3 | 4.2 | 0.2
CCOC(=O)CN(C)c1nc(-c2ccc(OC)c(OC)c2)cs1 | 0.1 | 1.2 | 1.0 | -5.7
O=C(Cn1c(=O)oc2cc(S(=O)(=O)NC3CCCC3)ccc21)N1CCCCC1 | 0.1 | -0.5 | -4.6 | -4.1
N#CC1=C(N)Oc2n[nH]c(-c3ccccc3)c2C1c1ccc(Br)s1 (centres undefined) | -0.1 | 3.0 | 5.6 | -14.8
CCOc1ccc(-n2cc(-c3ccccc3)c3c(N4CC(C)OC(C)C4)ncnc32)cc1 (centres undefined) | 0.2 | -0.3 | 2.0 | -10.8
CN(Cc1cscn1)C(=O)C1CC12CCN(Cc1ccc3ccccc3n1)CC2 (centres undefined) | 0.0 | -0.8 | 20.6 | -9.9
CCOC(=O)N1CCN(CCC(=O)Nc2cc(OC)ccc2OC)CC1 | 0.4 | -1.4 | 18.5 | 4.3
O=C(Nc1ccccc1N1CCCC1)c1cccc([N+](=O)[O-])c1 | 0.2 | -0.6 | 23.8 | 0.0
Cc1cc(Br)ccc1N1C(=O)/C(=C/c2ccc([N+](=O)[O-])cc2)C=C1c1ccccc1 | 0.8 | 0.3 | 10.9 | -14.2
CNc1nc(Oc2ccc(=O)n(C)n2)nc(SC)n1 | -0.3 | 0.4 | -8.5 | -4.0
O=C(/C=C/c1ccc(S(=O)(=O)N2CCOCC2)cc1)Oc1ccc2c(c1)OCO2 | -0.1 | -2.2 | -4.8 | -7.6
CCc1ccc(NC(c2ccccc2)P2(=O)OCCCO2)cc1 (centres undefined) | 0.0 | 0.5 | 4.5 | -3.0
Cn1nc(-c2ccc(Cl)cc2)c2cc(C(=O)NCc3ccccn3)sc21 | -0.1 | 0.2 | 6.8 | 1.5
O=[N+]([O-])c1ccc(S(=O)(=O)N2CCN(C3CCCC3)CC2)cc1 | -0.3 | -0.1 | 52.6* | 3.4
O=C(CSc1ccc(C(=O)Nc2ccc(Cl)cc2F)cc1[N+](=O)[O-])NCc1ccc2c(c1)OCO2 | 0.1 | 1.1 | 9.5 | -3.8
More results
SMILES | FBW7 act | GPR151 activ | MITF primary | TEAD-YAP block
O=C(Cn1nc(-c2cccc3ncccc23)oc1=O)N1CCCC1 | 0.0 | -1.0 | 17.4 | -0.3
O=C(O)CCC(=O)Nc1cc([N+](=O)[O-])ccc1O | -0.2 | 0.3 | 1.1 | -0.7
Cc1ccc(N(C(=O)c2csnn2)C(C(=O)NC2CCCC2)c2ccncc2)c(C)c1 (centres undefined) | 0.2 | 0.8 | 33.2 | 4.5
CC(C)COC(=O)/C(=C\c1ccco1)NC(=O)c1ccccc1 | -0.3 | 0.0 | -8.0 | -6.9
O=C(NCCOc1ccccc1)c1cccc(-c2ccc(N3CCOCC3)nc2)n1 | 0.0 | 0.5 | 10.3 | -3.4
COc1ccc(/C=C/C=C2/NC(=O)N(c3ccccc3)C2=O)cc1 | -0.2 | 1.3 | 4.7 | -22.0
COc1ccc(CNC(=O)C2CCCN(C(=O)N(C)C)C2)cc1 (centres undefined) | 0.1 | 3.8 | -1.3 | -7.4
CSc1ccc(/C=C2/N=C(c3ccco3)OC2=O)cc1 | -0.2 | 0.6 | 4.3 | -9.5
O=C(CNC(c1ccccc1)c1ccccc1)Nc1ccc(S(=O)(=O)N2CCCC2)cc1 | -0.2 | 0.0 | 1.0 | 14.7
Cc1cccc(NC(=S)Nc2ccc(S(N)(=O)=O)cc2)c1 | -0.1 | -0.6 | 5.7 | 6.6
COc1ccc(-n2c(C)ccc2-c2ccccc2)cn1 | 0.1 | -1.2 | 0.2 | 0.5
O=C(NCCN1CCCC1)c1n[nH]c(=O)c2ccccc12 | 0.0 | -0.1 | 5.7 | 2.6
COc1ccc(NC(=O)Cc2cc3ccccc3n2Cc2ccccc2)cc1 | 0.0 | 1.6 | -4.1 | -15.9
CNCCOc1cc(-c2cn[nH]c2)ccc1NC(=O)C1COc2ccc(OC)cc2C1 (centres undefined) | 0.0 | 0.3 | 10.3 | -5.9
O=c1c2ccccc2nc(-c2ccccc2F)n1NCc1ccccc1F | 0.1 | -0.4 | -23.7 | 2.3
CC(=O)NCCC(=O)NNC(=O)COc1c(C)cccc1C | 0.1 | -0.9 | -6.2 | 1.4
C=CCNc1cc(-c2cccc(C(F)(F)F)c2)nc(C)n1 | 0.7 | 0.0 | 5.8 | -30.4
O=C(CN1CCOCC1)Nc1oc2ccc(Cl)cc2c(=O)c1-c1ccc(Cl)cc1 | -0.1 | 0.3 | 0.1 | -4.8
Cc1cc(C)nc(Nc2n[nH]c(-c3ccccc3N)n2)n1 | -0.1 | 0.2 | -8.6 | -61.0
CCN(CC)CCN1C(=O)C(=O)/C(=C(\O)c2ccc(Cl)cc2)C1c1cccs1 (centres undefined) | 0.1 | -1.3 | -4.0 | 1.4

Individual results from the results shown:
`C=CCNc1cc(-c2cccc(C(F)(F)F)c2)nc(C)n1` in TEAD-YAP block has -30.4
`CSc1ccc(/C=C2/N=C(c3ccco3)OC2=O)cc1` in GPR151 activ has 0.6
`O=C(NCCOc1ccccc1)c1cccc(-c2ccc(N3CCOCC3)nc2)n1` in FBW7 act has 0.0
`CC(C)COC(=O)/C(=C\c1ccco1)NC(=O)c1ccccc1` in TEAD-YAP block has -6.9
`COc1ccc(NC(=O)Cc2cc3ccccc3n2Cc2ccccc2)cc1` in FBW7 act has 0.0
`O=C(CNC(c1ccccc1)c1ccccc1)Nc1ccc(S(=O)(=O)N2CCCC2)cc1` in GPR151 activ has 0.0

(list continues)
SMILES | FBW7 act | GPR151 activ | MITF primary | TEAD-YAP block
O=C(c1ccco1)N1CCN(C(=O)c2cc3c(Cl)nc4ccccc4c3s2)CC1 | -0.1 | -0.1 | -4.3 | -4.8
Cc1ccc(N2CCN(C(=O)CN3CCN(Cc4ccc(Cl)cc4)C3=O)CC2C)cc1 (centres undefined) | -0.2 | 0.1 | -1.6 | 11.9
CC(C)CC(=O)Nc1ccc(S(=O)(=O)N2CCOCC2)cc1 | 0.0 | -0.9 | -16.4 | -5.0
CCCSc1nc2sc3c(c2c(=O)n1Cc1ccccc1)CCc1ccccc1-3 | -0.1 | -0.2 | -8.1 | -3.4
CC(=O)c1cccc(NC(=O)c2cccs2)c1 | 0.1 | -1.2 | 18.4 | -0.1
CS(=O)(=O)c1cncnc1C1CCCN(C(=O)Nc2ccc(F)cc2)C1 (centres undefined) | 0.0 | 0.5 | -3.8 | 0.4
Nc1cccc(-c2nc(NCc3nc4ccccc4[nH]3)c3ncn(Cc4ccc(C(F)(F)F)cc4)c3n2)c1 | -0.1 | 0.8 | 20.5 | -3.1
CCCCNC(=O)Cn1c(C)cc2ccccc2c1=O | 0.2 | 0.8 | 10.1 | -10.2
C=CCOC(=O)CNC(=O)c1cccc(Br)c1 | 0.0 | -0.1 | 10.4 | -1.2
Cc1ncc(CN2CCCC(C(=O)Nc3ccc(-c4nc5ccccc5[nH]4)cc3)C2)s1 (centres undefined) | 0.1 | 0.3 | 14.2 | 4.7
CCOc1ccc(C2Nc3ccccc3C(c3ccccc3)(c3ccccc3)O2)cc1 (centres undefined) | -0.1 | -0.3 | 3.5 | -0.4

Bioassay records (PubChem BioAssay)
